GPT2 inhibitor: blocks human glutamate pyruvate transaminase 2; hit rate 0.25% among 100,000; Recombinant GPT2, coupled pyruvate oxidase/HRP Amplex Red fluorescence; Potency, µM (series often up to 57.7 µM), for the others: at the top dose activity change, negative = inhibition, most hits filed as inhibitors; Q8TD30; AID 1671188; also: potency is read from the fitted curve at half-maximal effect; nearly all actives have a fitted effect of over 60% in size; many of its hits are not listed in these tables
Target sequence (Q8TD30 whole entry, looked up): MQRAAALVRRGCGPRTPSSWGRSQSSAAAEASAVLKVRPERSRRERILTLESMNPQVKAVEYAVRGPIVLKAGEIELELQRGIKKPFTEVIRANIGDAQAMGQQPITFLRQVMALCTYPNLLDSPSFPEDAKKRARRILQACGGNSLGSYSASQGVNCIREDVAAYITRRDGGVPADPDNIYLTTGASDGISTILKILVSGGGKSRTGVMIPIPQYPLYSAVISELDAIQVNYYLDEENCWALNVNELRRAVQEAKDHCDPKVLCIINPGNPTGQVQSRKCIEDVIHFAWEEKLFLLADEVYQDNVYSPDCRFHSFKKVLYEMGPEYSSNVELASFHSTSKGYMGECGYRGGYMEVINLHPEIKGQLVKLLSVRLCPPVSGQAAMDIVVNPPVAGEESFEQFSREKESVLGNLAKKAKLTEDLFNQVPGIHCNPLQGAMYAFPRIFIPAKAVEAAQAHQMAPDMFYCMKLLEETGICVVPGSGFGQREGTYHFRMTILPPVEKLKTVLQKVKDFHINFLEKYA
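Recombinant GPT2 (10ng/uL) with 250uM a-KG and 2mM L-alanine, 30 min at room temperature, in HEPES pH 7.5 buffer. Pyruvate detected by pyruvate oxidase/HRP/Amplex Red fluorescence after 30 min in the dark; AOA (50uM) as positive control.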
SNCA viab count: counter-screen for SNCA expression inhibitors: cell viability; HEK-293-SNCA-luc viability, GF-AFC fluorescence, 24 h; Potency, µM (highest dose often 57.1 µM), without a hit: top-dose activity change, negative = cytotoxicity, most hits filed as cytotoxic; hit rate 0.12% among 150,000; AID 1671193;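 also: potency is read from the fitted curve at half-maximal effect; 0% = DMSO-treated cells and -100% = medium-only wells without cells; nearly all actives have a fitted effect of over 30% in size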
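HEK-293-SNCA-luc cells (1500/well) plated 24 h, then exposed 24 h to a dilution series; GF-AFC added 30 min at 37C, fluorescence 405/540 nm; normalised to medium-only and DMSO wells, Hill fit.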
Luciferase inh: inhibitors of firefly (Photinus pyralis) luciferase. purified P. pyralis luciferase, luminescence, biochemical. Potency, µM (top dose mostly 115 µM), for the others: at the top dose activity change, negative = inhibition, hits mostly inhibitors. hit rate 2.5% among 76,000; also: potency is read from the fitted curve at half-maximal effect; nearly all actives have a fitted effect of over 65% in size
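Purified 10nM P. pyralis luciferase with 10uM D-luciferin and 10uM ATP in 50mM Tris acetate pH 7.5, 10mM Mg acetate, 0.01% Tween-20, 0.05% BSA. qHTS titration; luminescence read by CCD imager.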
3T3 cytotox: NIH 3T3 cell cytotoxicity. NIH 3T3 viability, CellTiter-Glo ATP luminescence, 48-72 h. Potency, µM (top dose mostly 96.7 µM), for the others: top-dose activity change, negative = cytotoxicity, actives largely listed as inhibitors. hit rate 4.3% among 94,000; also: potency is read from the fitted curve at half-maximal effect; nearly all actives have a fitted effect of over 55% in size
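Cytotoxicity is measured as loss of cellular ATP: NIH 3T3 cells (400/well) are exposed to compound for 48 or 72 hr at 37 °C, then CellTiter-Glo luminescence is imaged after 10 min at room temperature.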
HEK293 tox: cytotoxic compounds in HEK 293 cells | AID 1345083 | HEK 293 viability, ATP luminescence (CellTiter-Glo), 48-72 h | hit rate 6.6% among 94,000 | Potency, µM (titrated, usually from 115 µM), inactives show top-dose activity change, negative = cytotoxicity, usual class: inhibitors; also: potency is read from the fitted curve at half-maximal effect; nearly all actives have a fitted effect of over 60% in size
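Cells seeded first (HEK 293, 250 cells/well), then compound added by pintool. Incubation ran 48 or 72 hr at 37 degree Celsius. CellTiter-Glo was added and luminescence imaged after 10 min at room temperature.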
SNCA expr inh: reduces expression of the alpha-synuclein gene; HEK-293 SNCA-luciferase knock-in, luminescence, 24 h; Potency, µM (highest dose often 57.2 µM), for the others: at the top dose activity change, negative = inhibition, most hits filed as inhibitors; hit rate 0.17% among 140,000; AID 1671194;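 also: potency is read from the fitted curve at half-maximal effect; plate controls were DMSO cells for no effect and cell-free wells for full effect; nearly all actives have a fitted effect of over 45% in size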
IP6K1 inhibitor: IP6K1 kinase inhibition; activity change, % (series mostly up to about 58 µM); IP6K1 kinase, ADP-Glo luminescence, 2 h; hits give low values; hit rate 0.81% among 140,000; Q92551; in the data active = activity change below about -25%
Target sequence (Q92551 whole entry, looked up): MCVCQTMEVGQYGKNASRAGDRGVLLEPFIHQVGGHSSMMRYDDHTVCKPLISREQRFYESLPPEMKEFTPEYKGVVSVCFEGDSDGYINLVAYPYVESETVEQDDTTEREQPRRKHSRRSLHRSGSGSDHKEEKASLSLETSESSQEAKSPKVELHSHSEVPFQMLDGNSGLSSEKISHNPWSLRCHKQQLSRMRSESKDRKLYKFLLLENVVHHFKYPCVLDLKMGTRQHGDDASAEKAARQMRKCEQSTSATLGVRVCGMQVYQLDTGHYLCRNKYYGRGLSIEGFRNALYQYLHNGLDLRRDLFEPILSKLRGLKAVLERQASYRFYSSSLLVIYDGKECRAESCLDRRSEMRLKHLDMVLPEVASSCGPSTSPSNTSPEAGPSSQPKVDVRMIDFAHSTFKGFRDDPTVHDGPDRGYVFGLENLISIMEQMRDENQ
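ADP-Glo luminescence measures ADP made by human IP6K1 during a 2 h RT reaction with ATP/IP6 (mix at 1.3 mM/130 uM); top library doses 57.5 and 19.1 uM final.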
Starred values were filed as active, the others as inactive; i = inactive; ? = inconclusive; . = no result given; [ ] = remark or other dose. Unless noted, calls follow the shape of the dose curve; as a rule, active = well fitted curve in the direction sought with a large enough effect; inconclusive = small, poorly fitted or top-dose-only effect, or another doubt; inactive = no such curve, though single readings can be large; an effect the other way counts as inactive or inconclusive. Unless noted, % is scaled to controls: 0 for no effect and ±100 for the full control effect. An excerpt (hit frequency here may not be typical).

SMILES	GPT2 inhibitor	SNCA viab count	Luciferase inh	3T3 cytotox	HEK293 tox	SNCA expr inh	IP6K1 inhibitor
CN(C)c1cc(N2CCCC(NC(=O)Cc3ccsc3)C2)ncn1 (centres undefined)	-16%	-3%	2%	-13%	-24%	0%	2
Cc1cc(C)c2nc(N(Cc3cccnc3)C(=O)c3ccc(S(=O)(=O)N(C)C)cc3)sc2c1	.	2%	.	.	.	-1%	23
O=C(Nc1ccccc1Cl)N1CCC(CN2CCCCC2)CC1	.	-17%	.	.	.	5%	-18
Cc1ccc(Cl)cc1NC(=O)C1CCN(c2nc3ccccc3n3cccc23)CC1	.	1%	.	.	.	-1%	1
O=C(Cn1nc2c(cc1=O)CCCCC2)N1CC=C(c2c[nH]c3ccccc23)CC1	i	-20%	3%	-27%	?	41%[activator]	-1
Cc1noc(-c2cccc(OC3CN(C(=O)c4cccc5[nH]ccc45)C3)c2)n1	i	2%	7%	?	?	20%	-3
CCNC(=O)N1CCCC1c1noc(CCC(=O)NCc2cccc(C(F)(F)F)c2)n1 (centres undefined)	i	-3%	0%	1%	2%	?	32
CC1(C)O[C@]23C[C@H]1C[C@H](OC(=O)c1ccoc1)[C@]2(C)[C@@H](OC(=O)c1ccoc1)CCC3(C)O (some centres undefined)	i	-4%[23.9 µM]	.	.	.	.	10
CN(c1ccc(Cl)cc1)S(=O)(=O)c1nnc(NC(=O)C2CCCCC2)s1	.	-15%	.	.	.	-14%	53
COCCC(=O)NC1CCN(c2cnn(CC3CC3)c(=O)c2)CC1	i	-3%	-2%	-7%	5%	15%	14
O=C(c1ccc(F)c(Cl)c1)N1CCC2(CC1)CN(C1CCC1)CC2CO (centres undefined)	i	-7%	13%	?	?	-22%	5
CNC(=O)[C@H]1C[C@H](Oc2ccccc2)CN1C(=O)c1cccc(C)c1	i	-6%	10%	i	i	-5%	7
CCCN(CC1CCOC1)C(=O)Nc1cccc(SC)c1 (centres undefined)	i	-12%	-12%	-6%	-9%	-8%	3
COc1ccc(-c2nc3c(c(SCc4cc(C)ccc4C)n2)Cc2c(CO)cnc(C)c2O3)cc1	.	8%	.	.	.	-1%	-1
CCOc1cccc2sc(N(Cc3cccnc3)C(=O)C3CCCCC3)nc12	.	-23%	.	.	.	?	12
Cc1ccc(C)c(N2CCN(S(=O)(=O)c3ccc4c(c3)CCCN4C(=O)C3CCC3)CC2)c1	.	-15%	.	.	.	-7%	2
COc1cccc(NC(=O)Cc2ccc(NC(=O)N3CCCCc4ccccc43)cc2)c1	.	-2%	.	.	.	?	4
CCCCCCCCCCCCCCCCCC(=O)OCC(O)CO (centres undefined)	i	-19%[23.9 µM]	.	.	.	36%[25.6 µM]	-1
O=C(Cc1ccccn1)NCCNC(=O)c1cccc(-c2ccc(C(F)(F)F)cc2)c1	1%	-25%[12.5 µM]	.	-27%	-20%	44%[activator]	10
CNC(=O)[C@@H](c1ccccc1OC)N1CCC[C@H]1C(=O)NCC1CC1	-26%[88.5 µM]	0%[87.6 µM]	0%[172 µM]	0%[174 µM]	-4%[172 µM]	-9%[87.6 µM]	-13
COc1ccc(OC)c(CNC(=O)c2cc(-c3ccc(Cl)s3)nc3ccccc23)c1	.	3%	.	.	.	5%	12
O=C(C1CCN(c2cnn(Cc3ccccc3)c(=O)c2)C1)N1CCCC1 (centres undefined)	i	4%	10%	-23%	-15%	7%	11
O=C(Cn1c(=O)oc2cc(S(=O)(=O)NCc3ccccc3)ccc21)NCc1ccccc1Cl	.	-13%	.	.	.	?	-6
CCC1(N2CCN(S(=O)(=O)c3cc(F)ccc3C)CC2)CCN(S(C)(=O)=O)C1 (centres undefined)	i	3%	4%	?	?	-13%	-2
COc1ccc(NC(=O)Nc2ccc(C)n(CC(=O)NCC(C)C)c2=O)cc1	i	2%	1.6µM*	-17%	-29%	12%	-9

The closing 3 entries of the section above come first, to join the parts.
SMILES	GPT2 inhibitor	SNCA viab count	Luciferase inh	3T3 cytotox	HEK293 tox	SNCA expr inh	IP6K1 inhibitor
O=C(Cn1c(=O)oc2cc(S(=O)(=O)NCc3ccccc3)ccc21)NCc1ccccc1Cl	.	-13%	.	.	.	?	-6
CCC1(N2CCN(S(=O)(=O)c3cc(F)ccc3C)CC2)CCN(S(C)(=O)=O)C1 (centres undefined)	i	3%	4%	?	?	-13%	-2
COc1ccc(NC(=O)Nc2ccc(C)n(CC(=O)NCC(C)C)c2=O)cc1	i	2%	1.6µM*	-17%	-29%	12%	-9
OC1(c2csc(CN3CCc4ccccc4C3)n2)CCN(C2CCOCC2)CC1	-6%[88.5 µM]	-9%[87.6 µM]	-1%[172 µM]	-26%[174 µM]	?	2%[87.6 µM]	-3
C=CCc1ccccc1OCCN(C)Cc1cc2ccc(F)cc2[nH]c1=O	-22%[11.5 µM]	-1%	8%	35µM*	45µM*	?	6
O=C(NCCC1CCN(C(=O)Nc2cc(F)ccc2F)CC1)c1cnccn1	-5%	-2%	11%	-5%	2%	-26%	4
CCN(CCOc1ccc(C)cc1)C(=O)c1c(O)cccc1O	?	-10%	-8%	?	?	5%	6
COc1ccc(OC)c(CNc2ncnc3onc(C)c23)c1	.	0%	.	.	.	13%	-2
O=C(NCCN1CCN(c2ccccc2)CC1)Nc1ccccc1Br	.	-7%	.	.	.	8%	9
COCCn1c(=O)n([C@H]2CCCN(C(=O)c3cc(F)ccc3F)C2)c2ncccc21	i	-7%	-1%	-21%	?	5%	5
Cc1ccc(NC(=O)Cn2c(-c3ccc(F)cc3)nc(C)c(CCO)c2=O)c(C)c1	i	-19%	2%	-3%	?	-14%	-6
CNCc1cccc(Oc2ccccc2)c1	?	5%[87.6 µM]	.	?	?	42%[activator][87.6 µM]	-5
CCn1ccnc1C1CCCN(C(=O)c2n[nH]c3c2CN(C)CC3)C1 (centres undefined)	-9%	-1%	-1%	-4%	-27%	5%	-10
CCOc1ccc(-c2nnc(SCC(=O)Nc3cccc(Cl)c3C)o2)cc1	.	8%	.	.	.	7%	-1
COc1ccc(CC(=O)N2CC[C@H]3CC(=O)N(Cc4ccc5c(c4)OCO5)CC[C@H]3C2)cc1	5%	0%	-6%	0%	-7%	5%	14
Cc1nn(CC(=O)NCC2CCCO2)c(=O)c2nc(C(C)C)sc12 (centres undefined)	i	10%	12%	-1%	10%	16%	4
Cc1cc(Cn2cc3c4c(cccc42)[C@H](CC(C)C)N[C@H](C(=O)NC2CCCC2)C3)no1	3%[88.5 µM]	-9%[87.6 µM]	3%[172 µM]	32µM*	40µM*	-4%[87.6 µM]	-3
CN(C)C[C@@H]1CN(S(C)(=O)=O)C[C@H]1NC(=O)c1ccc(F)c(F)c1	-2%	4%	-12%	-12%	-15%	20%	24
O=C(Nc1ccc2nc(SCCOc3ccccc3)sc2c1)c1ccccc1F	.	8%	.	.	.	-10%	-3
O=C1N(C2CCN(S(=O)(=O)c3ccccc3)CC2)C(c2ccncc2)C12CCCCC2 (centres undefined)	i	1%[12.5 µM]	-3%	-17%	?	?	1
COc1ccc(C(C)NC(=O)Cn2c(C)cc3nc4n(c(=O)c32)CCCCC4)cc1 (centres undefined)	i	?	-13%	i	-3%	17%	5
CC1=C(C(=O)Nc2ccccc2)C(c2ccc(Br)cc2)n2nc(CCCO)nc2N1 (centres undefined)	.	-10%	.	.	.	-4%	-9
Cc1ccc(CCNC(=O)c2ccc3c(c2)N(Cc2ccccc2F)C(=O)c2ccccc2S3=O)cc1 (centres undefined)	.	7%	.	.	.	-12%	16
Cc1noc(-c2cn(C3CCCN(C(=O)c4cccc(F)c4)C3)nn2)n1 (centres undefined)	-1%	1%	4%	4%	-2%	-1%	6
Cc1cccc(Cn2cc(C(=O)Nc3cc(F)ccc3F)ccc2=O)c1	.	1%	.	.	.	-15%	-10
COc1ccccc1CCC(=O)N1CCCC2(C1)Nc1cccnc1NC2=NC1CCCC1 (centres undefined)	-1%	-9%	-1%	?	?	23%	3
COc1ccccc1CNC(=O)C1CN(Cc2ccccc2)C(=O)N1 (centres undefined)	2%	6%	4%	-13%	2%	15%	-5
CCCCn1c(=O)c(C(=O)N2CCN(C(=O)C3CC3)CC2)nc2cccnc21	?	10%	.	-21%	-6%	-12%	22

(continued)
SMILES	GPT2 inhibitor	SNCA viab count	Luciferase inh	3T3 cytotox	HEK293 tox	SNCA expr inh	IP6K1 inhibitor
Cc1nnc(N2CCC(C(=O)NC(C)C)CC2)c2nn(-c3ccc(Cl)cc3)c(C)c12	.	-7%	.	.	.	23%	10
COc1ccc(CCNC(=O)C2CCCN(c3nccc(Nc4ccccc4F)n3)C2)cc1 (centres undefined)	-5%	-6%[12.5 µM]	.	?	?	?	1
CC[C@H]1CN(C(=O)c2ccc(F)cc2)CC[C@H]1CC(=O)O	i	-3%[87.6 µM]	-10%[172 µM]	-20%[174 µM]	-1%[172 µM]	-6%[87.6 µM]	1
CCc1noc([C@@H]2CC(F)(F)CN2C(=O)Cc2ccccc2F)n1	-4%	4%	2%	-7%	-2%	2%	26
O=C(NC1C[C@H]2CC[C@@H](C1)N2C(=O)C1(c2ccccc2)CC1)c1ccc(F)cc1 (some centres undefined)	i	-3%	-4%	-29%	-15%	-11%	6
CN(Cc1cn(C)c2ccccc12)C1CCc2nn(CC3CC3)c(=O)n2CC1 (centres undefined)	3%	?	-15%	35µM*	32µM*	?	-8
COC(=O)c1ccc2c(c1)nc1n2[C@@H](CNC(=O)CC(C)(C)C)COC1	3%[88.5 µM]	-3%[87.6 µM]	-3%[172 µM]	-12%[138 µM]	-16%[172 µM]	0%[87.6 µM]	-10
COc1ccc2c(c1)c(CN1CCOCCNC(=O)CC1)cn2C(C)C	i	-4%	-5%	?	?	-4%	11
COc1ccc(CNC(=O)C[C@@H]2C[C@H]3O[C@H](CNC4CCNCC4)[C@@H](O)[C@H]3O2)cc1	-7%[88.5 µM]	3%[87.6 µM]	-2%[172 µM]	2%[174 µM]	i	4%[87.6 µM]	-2
COc1ccc(CCNC(=O)c2ccc3c(c2)N=C(C)c2cc(C)ccc2S3)cc1OC	.	1%	.	.	.	?	17

One compound at a time, from the list above. Values in the order: GPT2 inhibitor | SNCA viab count | Luciferase inh | 3T3 cytotox | HEK293 tox | SNCA expr inh | IP6K1 inhibitor
COC(=O)c1ccc2c(c1)nc1n2[C@@H](CNC(=O)CC(C)(C)C)COC1 in the list: 3%[88.5 µM] | -3%[87.6 µM] | -3%[172 µM] | -12%[138 µM] | -16%[172 µM] | 0%[87.6 µM] | -10
O=C(NC1C[C@H]2CC[C@@H](C1)N2C(=O)C1(c2ccccc2)CC1)c1ccc(F)cc1 (some centres undefined) in the list: i | -3% | -4% | -29% | -15% | -11% | 6
CC[C@H]1CN(C(=O)c2ccc(F)cc2)CC[C@H]1CC(=O)O in the list: i | -3%[87.6 µM] | -10%[172 µM] | -20%[174 µM] | -1%[172 µM] | -6%[87.6 µM] | 1
COc1ccc2c(c1)c(CN1CCOCCNC(=O)CC1)cn2C(C)C in the list: i | -4% | -5% | ? | ? | -4% | 11
